HePTP inhibitor = inhibitors of human HePTP phosphatase, primary screen, biochemical, absorbance, leukemia target | actives 0.64% (n = 110,000) | inhibition, % at 20 µM | Tyrosine-protein phosphatase non-receptor type 7 (Homo sapiens), P35236 | AID 521, 2006 | recombinant HePTP phosphatase activity, OD absorbance; in the data active means inhibition above about 50%;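 further: plate controls were vehicle for no effect and reference inhibitor for full effect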
Target sequence (P35236 whole entry, looked up): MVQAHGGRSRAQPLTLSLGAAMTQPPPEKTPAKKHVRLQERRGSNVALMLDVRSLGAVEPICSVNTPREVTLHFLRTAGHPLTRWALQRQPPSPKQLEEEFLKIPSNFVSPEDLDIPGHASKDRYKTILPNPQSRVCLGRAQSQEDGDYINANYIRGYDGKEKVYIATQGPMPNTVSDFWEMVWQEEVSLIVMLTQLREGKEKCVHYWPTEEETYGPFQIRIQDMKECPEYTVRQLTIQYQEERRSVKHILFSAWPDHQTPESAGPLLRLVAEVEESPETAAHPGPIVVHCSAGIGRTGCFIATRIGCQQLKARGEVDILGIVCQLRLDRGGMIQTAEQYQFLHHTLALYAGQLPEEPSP
BAP1 block = inhibitors of BAP1 deubiquitinase, primary screen, biochemical, Ub-AMC fluorescence, kinetic. Ubiquitin carboxyl-terminal hydrolase BAP1 (Homo sapiens), Q92560. recombinant BAP1, Ub-AMC hydrolysis fluorescence kinetic; hits give low values. activity remaining (% of control), % at 20 µM. actives 0.48% (n = 72,000). AID 436, 2006;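 active means activity remaining at or below 50% of control, provided the compound also passes the data quality filters; inactive means the rest, including low values that fail the filters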;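 further: 100% = DMSO wells rate and 0% = substrate alone blank rate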
Target sequence (Q92560 whole entry, looked up): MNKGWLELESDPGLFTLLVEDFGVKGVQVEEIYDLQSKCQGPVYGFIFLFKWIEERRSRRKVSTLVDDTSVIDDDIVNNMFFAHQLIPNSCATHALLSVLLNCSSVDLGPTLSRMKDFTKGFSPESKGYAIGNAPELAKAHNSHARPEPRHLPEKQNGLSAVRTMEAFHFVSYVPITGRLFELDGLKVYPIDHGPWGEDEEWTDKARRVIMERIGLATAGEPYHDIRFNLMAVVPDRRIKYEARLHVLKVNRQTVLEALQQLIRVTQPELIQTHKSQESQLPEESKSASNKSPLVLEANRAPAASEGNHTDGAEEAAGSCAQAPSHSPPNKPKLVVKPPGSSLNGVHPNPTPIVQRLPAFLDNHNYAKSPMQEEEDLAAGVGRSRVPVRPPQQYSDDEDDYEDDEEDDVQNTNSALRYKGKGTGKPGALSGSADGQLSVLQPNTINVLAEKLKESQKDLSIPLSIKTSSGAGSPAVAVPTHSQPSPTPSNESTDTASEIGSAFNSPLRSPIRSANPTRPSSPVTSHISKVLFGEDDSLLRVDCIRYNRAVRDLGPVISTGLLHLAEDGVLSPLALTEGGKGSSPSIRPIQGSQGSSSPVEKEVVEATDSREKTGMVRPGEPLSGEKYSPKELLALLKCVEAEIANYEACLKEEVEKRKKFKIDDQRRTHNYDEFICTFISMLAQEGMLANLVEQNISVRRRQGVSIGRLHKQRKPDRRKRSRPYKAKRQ
* = called active by the depositor; nt = no result given.

SMILES	HePTP inhibitor	BAP1 block
Cc1ccc(-c2csc(NC(=O)C3C4CCC(C4)C3C(=O)O)n2)cc1 (stereo not drawn)	4	nt
CC(C)C(=O)Nc1nnc(SCC(=O)NCc2cccs2)s1	-5	99
C=CCNC(=O)CN(c1ccc(Br)cc1)S(C)(=O)=O	0	nt
CCN(CC)c1ccc(/C=C2\SC(=S)N(Cc3ccco3)C2=O)cc1	1	nt
O=C(c1ccc(F)cc1)C1CCN(C(=O)NCc2ccccc2)CC1	5	59
CCOC(=O)N1CCC(C(=O)Nc2ccc(OCC)cc2)CC1	-5	101
CC(C)N1C(=O)CCC1C(=O)NCc1ccccc1Cl (stereo not drawn)	-7	94
Cc1[nH]n(-c2ccccc2)c(=O)c1/C=N/N(C)C	-6	nt
Cc1ccc(-c2nc3ncccc3o2)cc1NC(=O)c1ccc(Br)o1	-6	nt
CCc1ccc(C(=O)CSc2ncn[nH]2)cc1	3	97
O=C(Nc1cccc(NC(=O)N2CCN(c3ccccc3)CC2)c1)N1CCN(c2ccccc2)CC1	-1	122
Cc1ccc(-c2nc(-c3cccnc3)no2)cc1	-2	95
Cc1cc2c(c(N3CCOCC3)n1)C(=O)OC2	-1	nt
C=C(C)Cn1c(-c2ccc(Br)cc2)n[nH]c1=S	-14	nt
CCOC(=O)C1CCN(C(=O)c2ccc(C#CC(C)(C)O)cc2)CC1	-16	nt
O=C(c1cn(-c2ccccc2)nc1-c1cccs1)N1CCN(c2ccccn2)CC1	-5	128
COc1cccc(NC(=O)CC2SC(=Nc3ccccc3)NC2=O)c1 (stereo not drawn)	2	107
CCCOc1ccc2ccccc2c1/C=N/n1cnnc1	6	81
COc1cc(S(=O)(=O)N2CCN(c3ccccc3)CC2)ccc1Cl	-3	79
COc1cc(OC)c(C2Nc3ccccc3NC3=C2C(=O)CC(C)(C)C3)cc1OC (stereo not drawn)	-12	nt
COc1ccc(C2=Nn3c(nnc3-c3ccccn3)SC2)cc1	7	86
CCSc1cc(C2C(C(=O)OC)=C(C)NC3=C2C(=O)CCC3)c(C)o1 (stereo not drawn)	12	96
Cn1c(=O)c2c(nc(NCCOCCO)n2Cc2ccc(Br)cc2)n(C)c1=O	nt	75
COC(=O)c1ccccc1NS(=O)(=O)c1ccc(F)cc1	5	96
COc1ccc(-c2nnc3sc(-c4cccs4)nn23)cc1OC	1	110
O=C(CCCCCN1C(=O)CCC1=O)Nc1ccc2c(c1)OCCO2	10	87
COc1ccc(Br)cc1CNC(=O)CCc1nc(-c2ccccc2F)no1	-11	91
Cc1ccccc1NC(=O)c1c(O)c2cccc3c2n(c1=O)CCC3	6	428
Cc1cc(NC(=O)Cn2c(=O)n(Cc3ccccc3)c(=O)c3ccccc32)no1	2	nt
Cc1ccc(NC(=O)C2CCCN(S(=O)(=O)c3c(C)noc3C)C2)nc1 (stereo not drawn)	6	108
Cc1ccc(S(=O)(=O)NC(=O)COc2ccccc2C(N)=O)cc1	6	118
COc1ccc(C2(C(=O)NCCCN(C)C)CCOCC2)cc1	-2	88
CCCC(c1nnnn1C1CCCC1)N1CCN(c2ccccc2F)CC1 (stereo not drawn)	-6	87
NC(=O)C1CCN(C(=O)COc2ccccc2Cl)CC1	-5	nt
O=C(O)c1ccc(-n2c(-c3ccccc3)n[nH]c2=S)cc1	3	64
Cc1cc(Cl)ccc1OC(=O)COc1ccc([N+](=O)[O-])cc1	4	nt
Cc1cccc(C)c1N(CC(=O)Nc1cccc(N(C)S(C)(=O)=O)c1)S(C)(=O)=O	6	89
CN(CC(=O)Nc1ccc(C#N)cc1)Cc1ccc(Cl)cc1	-4	97
CC1(C)CC(=O)C2=C(C1)OC(=O)C2(NC(=O)c1cccs1)C(F)(F)F (stereo not drawn)	6	88
Cc1ccc2cccc(S(=O)(=O)Nc3ccc4c(c3)OCO4)c2n1	-4	50
CCOC(=O)CNC(=O)C(CC)CC	-6	nt
CS(=O)(=O)N(CC(=O)O)c1ccccc1Br	-12	nt
C=CCNC(=O)CN(c1ccc(OC)c(Cl)c1)S(C)(=O)=O	-10	nt
COc1ccc(S(=O)(=O)N(Cc2ccccc2)c2ccccc2C(=O)O)cc1	0	nt
C#Cc1cccc(NC(=O)c2cc(C(=O)Nc3cccc(C#C)c3)cc(N3C(=O)c4ccccc4C3=O)c2)c1	-11	nt
Cc1cc(NC(=O)COC(=O)c2cccc(S(=O)(=O)N3CCOCC3)c2)no1	-3	86
CCc1ccccc1NC(=O)c1nnn(CC(=O)Nc2cccc(C)c2C)c1N	0	64
CCCNC(=S)Nc1c(C)n(C)n(-c2ccccc2)c1=O	6	nt
CC(=O)CCc1oc2c(Br)cc(Br)cc2c1-c1ccc(C)o1	-3	nt
O=c1/c(=C/c2ccc(OCCOc3ccc(Br)cc3)cc2)sc2nc3ccccc3n12	-3	nt
COc1ccc(C(=O)NC(=O)N2CCCCC2)cc1	2	78
Cn1c(=O)n(CC(=O)NCc2cccnc2)c2ccccc21	nt	104
COc1cc(/C=C2\SC(N)=NC2=O)cc(Br)c1OCc1cccc2ccccc12	5	nt
CCCCc1ccc(NC(=O)N[C@H](C(=O)O)C(C)C)cc1	2	99
Cc1ccccc1NC(=O)c1ccccc1O	2	nt
NC1=NC(=O)/C(=C\c2ccc(-c3ccc([N+](=O)[O-])cc3)o2)S1	64*	nt
CC(C)(C)c1ccc(-c2nc(C#N)c(NCc3ccncc3)o2)cc1	7	76
COc1cccc(C2C(C(=O)Nc3ccccc3)=C(C)N=c3s/c(=C\c4ccc5c(c4)OCO5)c(=O)n32)c1 (stereo not drawn)	-5	nt
CC(=O)N1c2ccc3ccccc3c2C2C=CCC2C1c1ccc(F)cc1 (stereo not drawn)	-9	nt
O=C(O)c1cccc(NS(=O)(=O)c2ccc3nnn(O)c3c2)c1	9	98

Part of the list above in order of count of non-hydrogen atoms, smallest number first.
SMILES	HePTP inhibitor	BAP1 block
CCCCc1ccc(NC(=O)N[C@H](C(=O)O)C(C)C)cc1	2	99
Cc1cc(NC(=O)COC(=O)c2cccc(S(=O)(=O)N3CCOCC3)c2)no1	-3	86
O=c1/c(=C/c2ccc(OCCOc3ccc(Br)cc3)cc2)sc2nc3ccccc3n12	-3	nt

3 entries picked at random from those above:
SMILES	HePTP inhibitor	BAP1 block
O=C(c1ccc(F)cc1)C1CCN(C(=O)NCc2ccccc2)CC1	5	59
CC(C)C(=O)Nc1nnc(SCC(=O)NCc2cccs2)s1	-5	99
CCCC(c1nnnn1C1CCCC1)N1CCN(c2ccccc2F)CC1 (stereo not drawn)	-6	87

Going on with the list:
SMILES	HePTP inhibitor	BAP1 block
Cn1c(=O)c2c(nc(SCC(=O)NCc3ccco3)n2C)n(C)c1=O	5	118
Cc1cc(C)c2cc(CN(CCO)Cc3nnnn3Cc3ccc(F)cc3)c(=O)[nH]c2c1	-4	65
CCc1nnc2sc(-c3ccc(NC(=O)CSc4ccc(Cl)cc4)cc3)nn12	9	nt
Nc1cc(S(=O)(=O)C(F)(F)F)ccc1C(=O)O	-12	100
CSc1ccc(Cl)c(C(=O)NCC(C)c2ccccc2)c1 (stereo not drawn)	-6	nt
CCOc1ccc2nc(SCC(=O)c3cccs3)sc2c1	6	80
COc1ccc(NC(=O)CN(C)S(=O)(=O)c2ccc3c(c2)OCCO3)c2ncccc12	-1	57
Cc1nc2ccccn2c1C(=O)NCCCN1CCOCC1	-5	81
CSc1n[nH]c(NCc2ccccc2)n1	6	120
CCCc1nc(-c2cc(OC)c(OC)c(OC)c2)no1	-4	nt
COc1ccc2[nH]cc(C(=O)N3CCCCC3)c(=O)c2c1	9	51
CC1CCCC(C)N1CCCNC(=O)Cn1cc2c(n1)CCCC2 (stereo not drawn)	8	100
C/C=C/CSc1nc2c(c(=O)[nH]c(=O)n2C)n1C(C)C	12	105
COc1ccc(N2C(=O)NC(=O)/C(=C/c3ccc(Sc4ccc(C)cc4)o3)C2=O)cc1	-22	nt
O=C(Nc1ccc(S(=O)(=O)N2CCCCC2)cc1)c1ccncc1	11	110
CCCc1nc(N)c(C#N)c(-c2cccnc2)c1CC	-6	84
CSc1ccc(C(=O)c2[nH]c(=O)[nH]c2C)cc1	nt	90
COc1ccc(C2=NN(c3nc(-c4ccc(F)cc4)cs3)C(c3ccc(OC)cc3)C2)cc1 (stereo not drawn)	7	nt
CCOc1ccc(/C=C2/SC(=O)N(CNc3ccc(Br)cc3)C2=O)cc1	2	nt
Cn1c(=O)c(NC(=O)c2ccccc2)c2n(c1=S)CCCCC2	6	97

Laid out differently: six of the compounds above
| smiles | HePTP inhibitor | BAP1 block |
| --- | --- | --- |
| COc1ccc(C2=NN(c3nc(-c4ccc(F)cc4)cs3)C(c3ccc(OC)cc3)C2)cc1 (stereo not drawn) | 7 | nt |
| Cn1c(=O)c(NC(=O)c2ccccc2)c2n(c1=S)CCCCC2 | 6 | 97 |
| CCOC(=O)CNC(=O)C(CC)CC | -6 | nt |
| C#Cc1cccc(NC(=O)c2cc(C(=O)Nc3cccc(C#C)c3)cc(N3C(=O)c4ccccc4C3=O)c2)c1 | -11 | nt |
| Cn1c(=O)n(CC(=O)NCc2cccnc2)c2ccccc21 | nt | 104 |
| CCSc1cc(C2C(C(=O)OC)=C(C)NC3=C2C(=O)CCC3)c(C)o1 (stereo not drawn) | 12 | 96 |

More records:
SMILES	HePTP inhibitor	BAP1 block
O=C(Cn1c2c(c(-c3ccccc3)cc1=O)CCCC2)N1CCCCCC1	2	68
COc1ccc(OCC(=O)Nc2ccc3oc(-c4ccccc4F)nc3c2)cc1	4	nt
Clc1ccc(C2=Nn3c(nnc3-c3n[nH]c4c3CCC4)SC2)cc1	-2	89
O=C(Nc1ccc(O)cc1C(=O)O)c1cccc(Br)c1	1	95
COCCn1c(SCC(=O)N2CCCC2)nnc1-c1ccoc1C	10	98
CN(C)CCOC(=O)C12CC3CC(C1)CC(C(=O)OCCN(C)C)(C3)C2	7	nt
COc1ccccc1CNCCCCCCNCCCCCCCCNCCCCCCNCc1ccccc1OC	nt	94
CCc1ccc(NC(=O)CN(c2cccc(Cl)c2)S(=O)(=O)c2ccccc2)cc1	7	nt
CCc1nnc(NC(=O)CSc2ncc(-c3ccccc3)n2CC)s1	6	171
CCc1ccc2oc(-c3cccc(NC(=O)c4ccccc4I)c3)nc2c1	3	nt
Cc1c(OCC(=O)C(C)(C)C)ccc2c(-c3ccccc3)cc(=O)oc12	-12	nt
O=[N+]([O-])c1cc(Cl)ccc1N1CCN(S(=O)(=O)c2ccc(Cl)cc2)CC1	3	nt
COC(=O)c1c(C(=O)OC)c2oc3ccccc3n2c1Cl	0	111
Clc1ccc(-c2nnc(N3CCCC3)nn2)cc1	2	nt
O=C(Cn1cc(C=C2C(=O)NC(=S)NC2=O)c2ccccc21)Nc1ccccc1	4	nt
Cn1c(=O)c2[nH]c(N=Nc3c(O)[nH]c(=O)[nH]c3=O)nc2n(C)c1=O	11	nt
COc1cccc(N=c2ssc3c2-c2cc(C)c(C)cc2NC3(C)C)c1	7	nt
CCOC(=O)N1CCN(S(=O)(=O)c2cccc3nsnc23)CC1	nt	97
O=C1c2ccccc2C(=O)N1c1ccc2[nH]c(=S)sc2c1	3	nt
Cn1c(C(O)c2ccc3c(c2)OCO3)nc2ccccc21 (stereo not drawn)	7	95
Fc1ccc(-c2nnc(-c3ccc(Br)o3)o2)cc1	-2	nt
CCCCC(CC)Cn1c2nc3ccccc3nc2c2c(=N)oc(C)nc21 (stereo not drawn)	23	nt
Cc1ccc(C=Nc2ccc3nc(-c4ccc(Cl)cc4Cl)[nH]c3c2)o1	11	nt
Clc1ccccc1C(c1ccccc1)(c1ccccc1)n1ccnc1	nt	82
O=C(O)CCc1ccc(-c2ccc(Br)cc2)o1	7	97
N/C(=N\OC(=O)c1cccc(Cl)c1)c1ccccc1	8	nt
CN(Cc1ccccc1)C(=O)Nc1ccccc1	2	118
CC1Cc2ccccc2N1C(=O)CCS(=O)(=O)c1cccc2nonc12 (stereo not drawn)	7	nt
Cc1ccccc1OC(C)C(=O)NC1CCCC1 (stereo not drawn)	-7	99
COc1ccccc1CN(Cc1nc2ccccc2c(=O)[nH]1)C(=O)Nc1ccccc1	5	95
CCOc1ccc(NC2CCN(C(C)=O)CC2)cc1	-14	87
COc1ccc(N2CCN(S(=O)(=O)c3ccc(Br)s3)CC2)cc1	6	117
O=C(Nc1ccc(Cl)c(C(F)(F)F)c1)c1cccs1	6	nt
CN1C(=O)CSc2ccc(NC(=O)NCCC3=CCCCC3)cc21	-11	nt
CCN(CC)CCCN1C(=O)C(=O)/C(=C(/O)c2ccccc2)C1c1cc(OC)ccc1OC (stereo not drawn)	4	137
COC(=O)Cc1n[nH]c(=S)[nH]c1=O	-4	93
Cc1cccc(NC(=O)/C(=C\c2cccs2)NC(=O)c2ccccc2)c1	2	nt
COc1ccccc1C(=O)N1CCN(S(=O)(=O)Cc2ccccc2)CC1	-2	106
CCCOC(=O)c1ccc(NC(=O)c2cccc([N+](=O)[O-])c2C)cc1	3	nt
CCCCCC(=O)N(O)C1CC(=O)N(c2ccccc2)C1=O (stereo not drawn)	5	115
C=CCC1(N(C(C)=O)c2ccccc2C)CCCCC1	-7	nt
O=C(N/N=C/c1ccc(-c2cc(C(F)(F)F)ccc2Cl)o1)c1ccncc1	-4	nt
C=C(C)n1c(=O)[nH]c2ccccc21	0	99
COc1ccc(OCCn2c(=O)c3cc4c(=O)n(CCOc5ccc(OC)cc5)c(=O)c4cc3c2=O)cc1	8	nt
CCOC(=O)N1CCC(N2Cc3cccc(C(=O)O)c3C2=O)CC1	3	97
Cc1cc(Cl)c(S(=O)(=O)N2CCCCCC2)cc1OCC(N)=O	-4	83
Cc1cc(C)cc(NC(=O)CSc2nnc(-c3ccc(S(=O)(=O)N4CCCC4)cc3)o2)c1	9	96
NCc1ccc(-c2nc3ccccc3o2)cc1	10	94
O=C1N=C(N2CCCCC2)S/C1=C\c1ccc(F)cc1	1	nt
c1ccc2c(c1)ncn2CCOCCOCCn1cnc2ccccc21	11	nt
Oc1c(Cl)cc(Cl)cc1/C=N/Nc1nnc(-c2ccccc2)c(-c2ccccc2)n1	11	nt

From PubChem
